# Rv3671c inh: Rv3671c (M. tuberculosis) protease inhibition | inhibition, % at 5.96 µM | 320,000 compounds, 0.048% hits | AID 2606; in the data active = inhibition above about 38%;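 also: extracellular domain of Rv3671c used as enzyme; 0% = enzyme with DMSO and 100% = no enzyme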
# Target sequence (P9WHR9 whole entry, looked up, the tested form may be a part): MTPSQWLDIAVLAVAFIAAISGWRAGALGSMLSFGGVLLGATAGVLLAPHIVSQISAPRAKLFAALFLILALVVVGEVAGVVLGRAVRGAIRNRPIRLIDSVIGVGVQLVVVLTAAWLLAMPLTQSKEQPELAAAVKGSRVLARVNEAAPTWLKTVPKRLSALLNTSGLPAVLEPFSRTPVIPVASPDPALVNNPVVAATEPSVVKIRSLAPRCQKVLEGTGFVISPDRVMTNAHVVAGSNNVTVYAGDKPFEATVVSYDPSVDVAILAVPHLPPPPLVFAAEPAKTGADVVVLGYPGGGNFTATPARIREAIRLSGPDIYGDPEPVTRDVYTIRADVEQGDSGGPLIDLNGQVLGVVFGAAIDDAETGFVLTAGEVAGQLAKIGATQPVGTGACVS
# Mtb UGM inh: Mtb UDP-galactopyranose mutase inhibition; P9WIQ1; purified UGM, fluorescence polarization probe displacement; inhibition, % at 10 µM; 320,000 compounds, 0.06% hits; AID 504406; in the data active = inhibition above about 10%, passing the limit was not always enough
# Target sequence (P9WIQ1 whole entry, looked up): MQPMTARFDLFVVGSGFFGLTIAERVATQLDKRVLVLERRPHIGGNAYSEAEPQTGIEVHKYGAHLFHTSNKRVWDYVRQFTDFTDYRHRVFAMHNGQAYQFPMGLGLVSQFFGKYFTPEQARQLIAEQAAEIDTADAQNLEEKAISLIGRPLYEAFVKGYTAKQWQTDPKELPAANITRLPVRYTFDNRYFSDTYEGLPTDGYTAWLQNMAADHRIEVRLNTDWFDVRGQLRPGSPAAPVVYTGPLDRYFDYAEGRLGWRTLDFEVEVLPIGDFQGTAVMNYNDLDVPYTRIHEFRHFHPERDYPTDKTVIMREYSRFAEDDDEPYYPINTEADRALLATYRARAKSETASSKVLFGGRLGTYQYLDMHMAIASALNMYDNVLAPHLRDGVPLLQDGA
# Starred values were filed as active, the others as inactive. Not all compounds are listed, so the mix of outcomes need not match the whole.
# The opening 3 entries as a preview:
SMILES,Mtb UGM inh,Rv3671c inh
CC(C)N1CCC2(CC1)C(C#N)=C(N)NC(S)=C2C#N,-2.2,-25.9
O=c1c2cc(N3CCOCC3)ccc2[nH]c(=S)n1CCCN1CCN(c2ccccc2F)CC1,3.2,-6.7
C/C(=N\NC(=O)c1ccc2nc[nH]c2c1)c1ccc([N+](=O)[O-])cc1,-4.9,-1.6

# The list itself, repeating the preview:
SMILES,Mtb UGM inh,Rv3671c inh
CC(C)N1CCC2(CC1)C(C#N)=C(N)NC(S)=C2C#N,-2.2,-25.9
O=c1c2cc(N3CCOCC3)ccc2[nH]c(=S)n1CCCN1CCN(c2ccccc2F)CC1,3.2,-6.7
C/C(=N\NC(=O)c1ccc2nc[nH]c2c1)c1ccc([N+](=O)[O-])cc1,-4.9,-1.6
CN(C)C(=O)NC(O)C(Cl)Cl (stereo not drawn),1.8,1.6
CC1(C)C(=O)CC[C@@]2(C)[C@H]1CC[C@@]1(C)CC3=C(CC[C@@H]12)[C@@]1(C)CCC(=O)C(C)(C)[C@@H]1CC3,2.0,-2.4
COc1ccc(/C(C)=N/Nc2cc(C(F)(F)F)ccc2Cl)c(OC)c1,-1.7,-1.8
COc1ccc(N2CCN(C(=O)c3ccc4c(c3)NC(=O)C(CSCc3c(F)cccc3Cl)N4)CC2)cc1 (stereo not drawn),2.9,-10.1
CCCCCCCC(=O)N/N=C(\C)c1ccc(N)cc1,0.6,2.8
O=c1oc2ccccc2cc1-c1csc(Nc2nc3ccc(F)cc3s2)n1,-1.4,0.7
O=C(Nc1cc(Cl)cc(Cl)c1)C(NCCCO)c1ccccc1 (stereo not drawn),-1.4,-1.0
COc1cc(/C=C2/C(=N)N3C(=NC2=O)SN=C3S(=O)(=O)C(C)C)ccc1OS(=O)(=O)c1ccccc1,-1.1,-1.2
CC1=NN(c2ccccc2)C(=O)C1N=Nc1ccc(C)cc1 (stereo not drawn),-0.9,-2.3
CC(C)(C)NC(=O)CN(Cc1ccc2c(c1)OCO2)C(=O)CNC(=O)c1cccs1,-2.8,-1.2
COc1ccc(CNC(=O)C/C(C)=N/NC(=O)c2cc(OC)cc(OC)c2)cc1,1.1,2.7
COC(=O)CCC(=O)OC1(C)C(=O)C2=CN(CCN3CCOCC3)C(c3ccc(OC)cc3)=CC2=C(Br)C1=O (stereo not drawn),-1.1,-47.4
COc1cc(C[C@@H](CO)[C@H](CO)Cc2ccc(O)c(OC)c2)ccc1O,-1.4,0.4
Cc1cccn2c(=O)c3cc(C#N)c(=N)n(Cc4ccncc4)c3nc12,-1.6,-1.6
CCN1CCc2c(OCC(=O)Nc3ccc4c(c3)OCCO4)cccc2C1=O,1.8,11.0
C[N+]1(CCC(C(N)=O)(c2ccccc2)c2ccccc2)CCCCC1,1.9,0.3
COc1cccc(C(=O)COc2ccc3c(C)c(Cc4ccccc4)c(=O)oc3c2C)c1,-1.4,1.6
CC(=O)C1=C(C)NC(SCC(=O)c2ccc(-c3ccccc3)cc2)=C(C#N)C1c1cccnc1 (stereo not drawn),2.0,-27.5
O=C(O)CC12CSc3[nH]c(=O)sc3C1c1ccccc1OC2=O (stereo not drawn),0.1,3.1
CC(=O)OC1COC(OC2C(O)C(C)OC(OC3C(OC4CCC5(C)C(CCC6(C)C5CC=C5C7CC(C)(C)CCC7(C(=O)O)CCC56C)C4(C)CO)OCC(O)C3O)C2O)C(O)C1OC(C)=O (stereo not drawn),2.6,-9.6
Nc1nc(CSc2nc3ccccc3s2)nc(Nc2ccccc2)n1,-1.2,-38.9
CC(C)c1ccc2oc3nc(N)c(C(=O)O)cc3c(=O)c2c1,2.1,5.1
COc1cccc(C(=O)NC2CCN(CC(=O)Nc3c(C)cc(C)cc3C)CC2)c1,1.4,-1.0
COc1cc2c(cc1OC)C(Cc1ccc(O)c(Oc3ccc(C[C@H]4c5cc(OC)c(OC)cc5CCN4C)cc3)c1)N(C)CC2 (stereo partly drawn),-3.2,8.0
CCc1ccc(-c2csc(NC(=O)COC(=O)CCc3nc4ccccc4s3)n2)cc1,1.0,-17.6
CC(C)(C)c1ccc(O)c(N)c1,-1.9,-5.0
Cn1nc(OC(=O)Nc2ccc(Cl)cc2)cc1C(F)(F)F,0.2,2.1
c1ccc2c(c1)nnn1c3ccccc3nc21,1.8,-9.8
COc1ccc(C(=O)NCC(=O)OCn2nnc3ccccc3c2=O)cc1OC,-0.1,-1.2
O=C(O)CCN=C1CCc2ccccc2N1,-3.2,8.5
O=C1c2ccccc2C(=O)C12OC2c1ccc(Cl)cc1 (stereo not drawn),-0.5,-87.0
c1cc2c(cc1OCCNC1CCCC1)CCC2,-2.7,3.3
CN(C)S(=O)(=O)c1cccc(NC(=O)c2cnccn2)c1,2.2,3.1
COc1ccc(O[C@H]2C=C[C@@H](c3ccccc3)O[C@@H]2COC(=O)CC/C(C)=N/OC[C@@H](O)COCc2ccco2)cc1,-2.0,-9.2
COC(=O)c1ccc(C(=O)OC)c(N)c1,2.4,1.9
Cc1ccc(C)c(NC(=O)/C(C#N)=C/c2ccc(Sc3nncn3C)c([N+](=O)[O-])c2)c1,1.8,-12.0
O=[N+]([O-])c1ccc2sc(SCc3nc4ccccn4c3Br)nc2c1,1.0,2.5
O=C1c2ccccc2C(=O)C2OC12 (stereo not drawn),0.7,-54.4
COc1ccc(O[C@H]2C=C[C@@H](c3ccccc3)O[C@@H]2CO/N=C(\C)CCC(=O)OC[C@H]2O[C@H](c3ccccc3)C=C[C@@H]2Oc2ccc(OC)cc2)cc1,0.9,-10.7
C(=C\c1ccc(/C=C/c2ccccc2)nn1)/c1ccccc1,0.0,-1.3
O=C(CNc1c(Br)cc(Br)cc1Br)NN=C1CCCCC1,0.0,-6.6
CCOC(=O)N1CCC(N2Cc3cccc(C(=O)NCc4ccc(OC)cc4)c3C2=O)CC1,-1.5,-1.1
COc1ccc(N(CC(=O)NCCC2=CCCCC2)S(=O)(=O)c2ccc(C)cc2)cc1,-2.4,-3.8
O=C1NC(Cc2ccc(O)cc2)c2nc3ccc(Cl)cc3c(=O)n2-c2ccccc21 (stereo not drawn),-5.4,2.0
COc1ccccc1C1=Nn2c(COc3ccccc3)nnc2SC1,3.1,0.9
CCSc1ncnc2c1sc1nc(-c3ccco3)c3c(c12)CC(C)(C)OC3,-1.8,-0.7
COC(=O)[C@@]1(Cc2ccc(OC)cc2)[C@H]2c3cc(C(=O)N(C)C)n(CCc4ccc(OC)c(Br)c4)c3C[C@H]2CN1C(=O)c1ccccc1,-2.5,-8.7

# (cont.)
SMILES,Mtb UGM inh,Rv3671c inh
Cc1ccc2oc(=O)c3cc(C(=O)N4CCN(C(=O)c5ccco5)CC4)sc3c2c1,0.1,6.2
O=C(CC(=O)c1ccccc1[N+](=O)[O-])c1ccccc1,-0.9,3.1
COc1ccc(N2C(=O)NC(=O)/C(=C/c3ccc4c(c3)Cc3ccccc3-4)C2=O)cc1,-2.6,-13.6
COC(C[C@@H]1O[C@H]1[C@H](O)[C@@H](C)OCc1ccccc1)OC,-1.0,2.4
Nc1c(S(=O)(=O)c2cccc(Cl)c2)c2nc3ccccc3nc2n1/N=C/c1ccc(O)c(O)c1,-2.3,-33.0
COc1ccc(OC)c(S(=O)(=O)NC(N)=NCCc2ccccc2OC)c1,2.7,1.5
COc1ccccc1/C=N/NC(=O)C1=NNC(c2ccccc2)(c2ccccc2)C1,0.7,-3.4
Cn1c(SCC(=O)N=Nc2c(O)[nH]c3ccccc23)nc2ccccc21,2.3,-0.5
CCOc1cc(CNc2ccc3c(c2)CCC3)ccc1OC,-1.0,-7.1
Cc1ccc(CNC(=O)/C(C#N)=C\c2ccc(N(C)C)cc2)cc1,-1.2,-4.1
COc1ccc(N=CC2=C(Nc3ccc(OC)cc3)c3c(C)nn(-c4ccccn4)c3CC2)cc1,14.4*,-2.3
CCOC(=O)c1ccc2nc(C)cc(Nc3cccc(C(=O)O)c3)c2c1,-2.7,3.5
Cc1ccccc1NC(=O)COC(=O)c1cc(=O)c2ccccc2o1,0.2,1.6
O=c1c2ccccc2oc2nc(-c3cccs3)n(CCc3ccccc3)c(=O)c12,1.2,-7.8
Cc1ccc(C2C3=C(Nc4[nH]n(-c5ccccc5)c(=O)c42)c2ccccc2C3=O)cc1 (stereo not drawn),2.6,2.1
N#Cc1c(Cl)nc(-c2cccnc2)nc1-c1ccccc1,0.4,6.8
Cc1ccc(-c2nc3c(c(=O)[nH]c(=O)n3Cc3ccccc3)n2C)s1,0.3,-17.3
O=S(=O)(c1ccccc1)N1CCCc2ccccc21,3.3,4.8
N#Cc1c(-c2ccccc2Cl)cc(-c2ccccc2)[nH]c1=S,-1.0,5.2
CC(C)c1ccccc1NS(C)(=O)=O,0.1,-3.6
ClCc1csc(N/N=C/c2cccs2)n1,4.0,8.9
O=C(O)c1cc(-c2cc(C(=O)O)c3ccccc3n2)nc2ccccc12,2.8,-3.8
Clc1ccc(NCc2ccsc2)cc1,-1.2,5.7
O=C(COC(=O)c1ccccc1NS(=O)(=O)c1cc([N+](=O)[O-])ccc1Cl)c1ccccc1,0.8,7.2
O=C1CCN(N=Nc2cccc(Cl)c2)N1,1.5,-2.2
Cc1cccc(-n2c(-c3ccco3)nc3nc4ccccc4nc32)c1,1.2,-5.3
COCC(=O)Nc1ccc(C(=O)Nc2ccccc2Cl)cc1,0.3,0.8
COc1cccc([C@@H]2Oc3ccc(OC)cc3C(=O)[C@H]2OC(=O)N[C@H](C)C2CCCCC2)c1,-1.8,-5.7
COC(C/C=C\C(=O)COCc1ccccc1)OC,0.8,-10.9
C#CCOCCOCCOCCNc1nc(N2CCN(C(=O)[C@H](Cc3ccc(O)cc3)n3cc([C@@H](N)C(C)CC)nn3)CC2)nc(N2CCN(C(=O)[C@H](Cc3cc4ccccc4[nH]3)n3cc([C@@H](N)Cc4ccc(O)cc4)nn3)CC2)n1 (stereo partly drawn),-1.4,6.5

# Fetched by compound from the entries so far (two):
SMILES,Mtb UGM inh,Rv3671c inh
CCCCCCCC(=O)N/N=C(\C)c1ccc(N)cc1,0.6,2.8
COc1ccc(CNC(=O)C/C(C)=N/NC(=O)c2cc(OC)cc(OC)c2)cc1,1.1,2.7

# Next entries:
SMILES,Mtb UGM inh,Rv3671c inh
CC1CC(OC(=O)CN2CCCCC2)CC(C)(C)C1 (stereo not drawn),-1.5,-1.3
COc1ccc(C(=O)/C(=C\c2sccc2C)c2nc3ccccc3o2)cc1,-1.9,-0.9
O=C1C2C3C=CC(C3)C2C(=O)N1CNc1ccc(O)cc1 (stereo not drawn),1.2,-11.0
CC1(C)Cc2nc3sc4c(N5CCCC5)nnnc4c3cc2CO1,-1.8,6.7
COc1ccc(NC(=S)Nc2cc(S(=O)(=O)N3CCCCC3)ccc2OC)cc1,-1.3,-14.8
CC(C)[C@]1(c2ccccc2)ON(c2ccccc2C(F)(F)F)C1=O,2.4,-9.5
Cc1ccc(S(=O)(=O)N(CC(=O)NCCSCc2ccco2)c2ccc(F)cc2)cc1,-0.5,2.6
CC[n+]1c(C)sc2sc3ccccc3c21,2.8,3.0
O=C(CCC1CCCNC1)c1ccccc1 (stereo not drawn),2.1,-1.2
CC(C)(C)C(C(Oc1ccc(Cl)cc1)n1cncn1)n1nnnc1C(c1cccc(Cl)c1)N1CCCCC1 (stereo not drawn),1.0,-10.5
Cc1nnc(NC(=O)CSc2nnc(Cc3cccn3C)n2-c2cccc(C)c2C)s1,0.8,-0.2
CCCCCCC(=O)N(O)C1CC(=O)N(c2ccccc2)C1=O (stereo not drawn),-4.6,3.2
O=C(/C=C/c1ccc(Br)o1)Nc1nnc(C2CC2)s1,-0.3,-10.2
CNCCc1ccccc1,-0.1,2.6
CN(C)CC#CCCCCCCC#CCN(C)C,0.6,4.0
O=C(NCCCCCCNC(=O)NCc1ccco1)NCc1ccco1,1.8,-1.2
O=C1CC(c2ccccc2Cl)c2c(sc3c(=O)[nH]c(CCl)nc23)N1 (stereo not drawn),-0.3,1.1
COC(=O)c1ccc(NC(=O)c2ccc3c(c2)NC(=O)C2CCCN32)cc1 (stereo not drawn),-0.1,-77.5
COc1ccc2cc(C(c3nnnn3C(C)(C)C)N3CCc4ccccc4C3)c(=O)[nH]c2c1 (stereo not drawn),0.0,-16.7
Cc1ccc(N(C(=O)C2COc3ccccc3O2)C(C(=O)NC2CCCCC2)c2cn(C)nc2C)cc1 (stereo not drawn),1.1,8.3
CC(=O)Oc1ccc(N2C(=O)C3C(C2=O)C2(C)C=CC3(C)O2)cc1 (stereo not drawn),-8.7,0.4
O=C(NCc1ccc(/C=c2\sc3n(c2=O)CCN=3)o1)C(=O)Nc1ccccc1,-0.3,0.2
COc1ccc(-c2[nH]n(-c3ccc([N+](=O)[O-])cc3)c(=O)c2C=NCCN2CCNCC2)cc1,-1.3,9.5
COc1ccc(/C=C2\CCCc3c2nc2ccccc2c3C(=O)O)cc1OC,48.4*,2.2
CN(CCO)c1nc(N)c2c(N)nc3c(c2c1C#N)CC(=O)N3C1CCCC1,-0.7,-0.4
Cc1ccc(S(=O)(=O)Nc2c(Cl)c(Cl)c(O)c3ccccc23)cc1,0.9,-11.8
O=C(O)COc1ccc(-c2nccc(-c3cccs3)n2)cc1,4.4,-3.9
CNCCCCOc1ccccc1Cc1ccccc1,-3.5,3.0
Cc1cc(C)n(-c2nc3sc4c(c3c(=O)[nH]2)CCCC4)n1,1.5,-6.4
C#CCOCCOCCOCCNc1nc(N2CCN(C(=O)C([C@@H](C)CC)n3cc(C(N)CC(C)C)nn3)CC2)nc(N2CCN(C(=O)[C@H](CCCCN)n3cc(C(N)COC(=O)C(F)(F)F)nn3)CC2)n1 (stereo partly drawn),2.2,-2.2

# Source: PubChem BioAssay
